Peg3 promoter: Peg3 promoter activity inhibition | HeLa PEG-Prom luciferase reporter, luminescence, overnight | inhibition, % at 20 µM | 1.7% of 360,000 active | AID 588405;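 active = inhibition of at least 50% at 20 µM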
TWEAK Fn14 block: blocks TWEAK-Fn14 interaction in a reporter cell assay. 2% of 360,000 active. TWEAK-stimulated Fn14 reporter cells, luciferase luminescence, 8 h. AID 1159606. inhibition, % at 10 µM; in the data active = inhibition above about 50%
HIF-2a block: inhibitors of HIF-2a | 786-0 RCC cells HIF-2a reporter, luciferase luminescence, overnight | inhibition, % at 18.8 µM | 0.72% of 360,000 active;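 active = inhibition of the luminescence signal of 40% or more relative to plate controls, in a single-dose primary screen at 18.75 µM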
Shn3 3UTR inh: reduces Shn3 3'UTR luciferase signal in osteoblasts; Clone20 osteoblast Shn3 3'UTR firefly luciferase, 24 h; inhibition, % at 12.5 µM; 0.52% of 360,000 active;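 active = mean inhibition of at least 75% with every replicate also reaching 75%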;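 also: 0% = median of neutral control wells and 100% = pilot-screen positive control compound; some compounds past the cut are filed as inactive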
C8 TRAIL sens: caspase-8 TRAIL sensitization; inhibition (viability loss, TRAIL sensitization), % at 10 µM; NB7+C8 cells + TRAIL, ATPlite viability luminescence; 1% of 360,000 active;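 active = compounds causing at least 50% loss of cell viability in the single-dose screen, relative to plate controls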
CF NFkB inh: blocks PAF-induced NF-kB reporter in cystic fibrosis cells | KKLEB NF-kB-GFP reporter, GFP fluorescence overnight | inhibition, % at 5 µM | 0.86% of 360,000 active | AID 588850;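 active = at least 50% inhibition at 5 µM, scaled per plate between neutral and stimulator controls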;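 also: PAF is a Pseudomonas aeruginosa culture filtrate used as stimulus; plate controls were PAF-stimulated DMSO wells for no effect and unstimulated DMSO wells for full effect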
TRPM1 prom inh: reduces MITF-dependent TRPM1 promoter luciferase signal | SK-MEL-5 TRPM1 promoter luciferase, 24 h | inhibition, % at 12.5 µM | 0.83% of 330,000 active;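 active = mean inhibition across replicates of 60% or more, whatever share of single replicates reaches that level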; also: values of inactives mirror those of a sister screen read the other way
TROY signal inh: blocks TROY-dependent signaling in reporter cells; AID 1347056; 0.98% of 360,000 active; Q293 LMP1-TROYcd NF-kB luciferase reporter, 4 h; inhibition, % at 10 µM;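 active = compounds whose plate-normalised and pattern-corrected inhibition of the luciferase reporter signal at the single screening dose is 50% or more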
NR2E3 ag-1: agonists of human nuclear receptor NR2E3 | AID 2300 | 0.12% of 320,000 active | GST-NR2E3/biotin-RetCOR TR-FRET, 1536-well | inhibition of corepressor binding, % at 4.78 µM | Q9Y5X4;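 active = percent inhibition above the cutoff of mean plus 3 SD of all tested compounds, set per screening campaign, cut at about 20% in these data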;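 also: 0% = DMSO wells and 100% = biotin wells as full block of FRET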
Target sequence (Q9Y5X4 whole entry, looked up): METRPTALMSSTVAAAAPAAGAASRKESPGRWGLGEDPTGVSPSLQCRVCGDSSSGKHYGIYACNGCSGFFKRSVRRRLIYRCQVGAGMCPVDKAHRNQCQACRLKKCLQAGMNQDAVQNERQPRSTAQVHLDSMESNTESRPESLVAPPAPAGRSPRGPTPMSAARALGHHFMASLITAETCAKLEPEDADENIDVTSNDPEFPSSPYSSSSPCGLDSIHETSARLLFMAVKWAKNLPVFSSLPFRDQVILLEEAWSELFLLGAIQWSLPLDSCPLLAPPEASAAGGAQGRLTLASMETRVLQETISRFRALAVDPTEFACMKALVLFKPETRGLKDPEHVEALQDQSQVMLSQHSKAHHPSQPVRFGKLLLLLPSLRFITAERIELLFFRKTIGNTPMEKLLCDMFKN
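Material: NR2E3–RetCOR corepressor complex / Amount: 1.35 nM GST-NR2E3 / Medium: Tris pH 7.5 / Compound: single nominal compound dose of 4.8 µM / Incubation: 5 h at 4 °C / Technique: TR-FRET, Eu(K)-anti-GST donor, streptavidin-D2 acceptor, ex 340, em 617/671 nm / Read-out basis: percent loss of FRET ratio relative to control wells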
KKLEB cytotox: counter-screen for CF NF-kB inhibitors: cytotoxicity; KKLEB CF airway cells viability, ATPlite luminescence, overnight; active compounds read low; cells stimulated with P. aeruginosa culture filtrate; activity change (cytotoxicity), % at 5 µM; 0.36% of 360,000 active;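 active = corrected activity change at or below -50% at 5 µM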
NR2E3 ag-2: activates human NR2E3 receptor | Q9Y5X4 | 0.35% of 360,000 active | AID 602229 | CHO-S Gal4-NCOR/VP16-NR2E3 two-hybrid, luciferase | inhibition of corepressor binding, % at 3.98 µM;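 active = inhibition above the mean of all tested compounds plus 3 SD, cut at about 70% in these data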;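 also: 0% = DMSO with NR2E3 transfected cells and 100% = cells lacking NR2E3 construct; higher means lower luciferase signal from less NR2E3 corepressor binding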
* hit, by the source's call; · = no result given; & = joins results of further samples. Not all compounds are listed (hit frequency here may not be typical).

SMILES	Peg3 promoter	TWEAK Fn14 block	HIF-2a block	Shn3 3UTR inh	C8 TRAIL sens	CF NFkB inh	TRPM1 prom inh	TROY signal inh	NR2E3 ag-1	KKLEB cytotox	NR2E3 ag-2
O=C1CCC(C(=O)N2CCN(c3ccccc3)CC2)CN1CC1CCCCC1 (stereo unspecified)	-3	2	-10	14	-12	14	-6	-4	0	-25	-13
Cn1cnnc1SCC(=O)Nc1ccc2nc(SCc3ccccc3)sc2c1	-313	-12	-226	-113	8	-16	-66	-18	-2	-5	-112
C[C@H](CO)N1C[C@H](C)[C@@H](CN(C)C(=O)Nc2ccc3c(c2)OCO3)Oc2c(NC(=O)Nc3ccccc3)cccc2C1=O	6	-4	-11	-9	13	-3	-1	-7	·	-13	-3
C/C(=N\OCC(=O)Nc1ccccc1C(C)(C)C)c1ccc2c(c1)OCCO2	9	15	7	12	-4	-15	5	6	0	4	5
O=[N+]([O-])c1cc2c(cc1/C=N/n1c(-c3ccccn3)n[nH]c1=S)OCO2	-12	16	12	12	-4	-14	-11	19	-1	5	-17
Cn1c(=O)c2ncn(CC(=O)Nc3ccc(N4CCOCC4)cc3)c2n(C)c1=O	-2	-9	8	-22	-8	15	13	2	1	1	0
Cc1cc(C(C)(C)C)ccc1OCCCCN1CCCC1	-7	-4	8	16	21	8	5	7	0	-5	19
CC(C)n1c(CN2CCN(C)CC2)nc2c1c(=O)n(C)c(=O)n2C	10	-6	4	-5	-1	6	8	-6	3	-1	-6
COc1ccc(C(=O)Nc2nc(CC(=O)NCc3ccc(F)cc3)cs2)cc1	-68	1	-161	-14	18	-27	-20	-3	-2	12	-15
Cc1cccn2c(=O)c3cc(C(=O)N4COCC4(C)C)n(Cc4ccccc4)c3nc12	26	-6	4	-17	3	3	-6	11	-2	13	-32
CC1(C)Cc2nc3oc4c(NCCCN5CCOCC5)ncnc4c3cc2CO1	17	-1	8	-39	-5	10	9	-8	2	-1	8
CCOC(=O)C(Cc1ccccc1)C(=O)NCc1ccccc1 (stereo unspecified)	4	16	13	-1	-5	12	-4	-11	0	-9	21
COc1ccc(CCNC(=O)Cn2c(=O)[nH]c3ccsc3c2=O)cc1OC	12	3	7	11	-7	14	-1	-17	0	-6	-8
CCOc1ccc(-c2nc(CSCC(=O)N3CCN(C(=O)c4ccco4)CC3)c(C)o2)cc1	-10	-4	-20	13	3	-6	-1	4	6	10	9
COCCN(Cc1nc2ccccc2c(=O)[nH]1)C(=O)COc1cccc(C(C)=O)c1	17	-1	3	-12	4	3	-7	10	-1	-6	-7
CN(Cc1ccccc1)C(=O)c1ccc(NC(=O)Cc2cccc([N+](=O)[O-])c2)cc1	6	-6	-6	-6	5	13	-13	4	·	-20	11
COc1ccc2[nH]c3c(c2c1)CNCC3	7	1	-1	5	16	8	·	-2	·	-2	-71
COc1cccc(C=Nc2ccccc2C#N)c1O	13	13	3	10	-1	9	6	9	2	8	-16
CC(=O)Nc1ccc(S(=O)(=O)N2CCN=C2c2ccccc2)cc1	22	-6	4	17	-12	-12	-4	17	1	7	8
Cc1cc(Nc2ccc(Br)cc2)n2nc(C)nc2n1	8	-13	-1	-4	-9	11	12	13	0	0	-3
N#Cc1ccccc1S(=O)(=O)N1CCN(C(=O)[C@@H]2CCCN2C(=O)c2cccs2)CC1	1	4	6	7	4	-22	1	-18	3	-3	-7
Cc1cccnc1NC(=O)C(C)Oc1ccccc1 (stereo unspecified)	13	-7	14	1	-10	10	0	-2	3	-4	-1
O=C(O)COc1ccccc1/C=N/NC(=O)Cc1ccccc1	10	-6	12	12	-10	-5	-4	26	3	3	0
CCCNc1cc(=O)n(C)c(=O)n1C	9	-6	1	5	0	18	6	-1	3	-11	1
COc1ccc(C)cc1NC(=O)CNC(=O)c1sc2ccccc2c1Cl	3	-6	5	-3	17	16	15	-9	1	22	-7
Cc1cc(C)nc(SCc2ccccc2C#N)n1	-6	19	8	4	-6	6	5	7	3	-5	-10
COc1ccc(NC(=O)c2ccccc2)cc1NS(=O)(=O)c1ccc(F)cc1	20	-12	11	14	-3	-8	-2	3	3	2	-22
CC1=CC(C)(C)NC(=S)N1c1ccc(C)c(C)c1	27	18	20	8	-3	-10	-7	10	1	2	10
CN(C)S(=O)(=O)c1cccc(NC(=O)Cc2ccc(Cl)cc2)c1	10	0	-4	-5	6	-2	-2	-23	-1	-4	-16
COc1ccc(C(=O)NC2CCCc3ccccc32)cc1[N+](=O)[O-] (stereo unspecified)	44	9	24	-5	28	21	35	2	-1	-13	-46
COc1ccc(CNC(=O)CCS(=O)(=O)c2ccc3c(c2)NC(=O)CS3)cc1	7	0	6	4	-8	1	6	0	-1	-2	-4
CC(C)c1cc(=O)n2[nH]c(SCc3ccccc3)nc2n1	-1	2	-1	-20	0	-7	6	-20	1	3	-27
COc1ccc(N2C(=O)C3C(C2=O)C(C(=O)c2ccccc2)N2CCCC32)cc1 (stereo unspecified)	-13	2	-4	-47	26	-11	12	-37	-3	-7	-6
CCOc1ccc2ccccc2c1C(=O)N[C@@H]1C(=O)N2[C@@H]1SC(C)(C)[C@@H]2C(=O)O	36&-10	13&-18	-7&-1	8&5	-2&4	12&-1	-7&8	10&-4	1&0	-3&-4	14&-14
O=C1c2ccc(-c3ccc(Cl)c(C(F)(F)F)c3)cc2S(=O)(=O)c2cccc(C(=O)N3CCN(c4ncc(Br)cn4)CC3)c21	-45	-8	-43	4	11	-12	-3	-26	·	-17	-16
CC(C)(C)c1nnc2sc(SCC(=O)N3CCCCC3)nn2c1=O	12	2	8	8	-15	9	-1	13	·	-6	12
Clc1cc2nc3ccccn3c2cc1Cl	-216	-9	-184	-24	5	-9	-35	-44	-3	-2	-65
CCC(C)NC(=O)c1cnn2c1NC(c1cccs1)CC2C(F)(F)F (stereo unspecified)	0	36	12	0	-8	4	-2	·	4	3	-5
CC1(C(=O)Nc2cnc3ccccc3c2)CCN1CCOc1ccccc1 (stereo unspecified)	16	-27	-2	12	-6	7	·	-3	·	1	-11
Cc1ccc(S(=O)(=O)c2cc3c(=O)n4ccccc4nc3n(C3CCCCC3)c2=N)cc1	16	11	5	38	2	22	-17	17	5	-18	-6

Full records, looked up by structure. Values in the order: Peg3 promoter	TWEAK Fn14 block	HIF-2a block	Shn3 3UTR inh	C8 TRAIL sens	CF NFkB inh	TRPM1 prom inh	TROY signal inh	NR2E3 ag-1	KKLEB cytotox	NR2E3 ag-2
Listed for CC1(C)Cc2nc3oc4c(NCCCN5CCOCC5)ncnc4c3cc2CO1 → 17	-1	8	-39	-5	10	9	-8	2	-1	8
Listed for Cc1ccc(S(=O)(=O)c2cc3c(=O)n4ccccc4nc3n(C3CCCCC3)c2=N)cc1 → 16	11	5	38	2	22	-17	17	5	-18	-6

(further entries)
SMILES	Peg3 promoter	TWEAK Fn14 block	HIF-2a block	Shn3 3UTR inh	C8 TRAIL sens	CF NFkB inh	TRPM1 prom inh	TROY signal inh	NR2E3 ag-1	KKLEB cytotox	NR2E3 ag-2
CC(=O)Oc1cccc(/C=C2\C=C(c3ccc(C)cc3)OC2=O)c1	2	-6	14	-26	-2	13	-2	1	-1	5	-29
CC1(C)CC(=O)c2c(O)cc(OCC(=O)Nc3ccc(S(N)(=O)=O)cc3)cc2O1	13	20	15	9	-1	0	-6	12	4	11	-27
CSc1c(CN2CCN(C)CC2)c2ccccc2n1C	-14	0	-8	-10	15	-12	·	3	1	6	-14
CCCn1nnnc1SCC(=O)N1C(C)CCCC1C (stereo unspecified)	-6	3	0	-9	4	-2	-1	2	4	-5	-51
CN1CCC(N(C)CC(=O)Nc2ccc3c(c2)OC(F)(F)O3)CC1	13	-9	1	-4	13	14	-5	-5	2	-10	4
O=C1COc2ccc(C(=O)COC(=O)/C=C/c3ccco3)cc2N1	6	1	-4	0	-7	-24	0	8	2	11	-8
CC(=O)Nc1cnc(-c2ccccc2C(C)=O)cn1	1	-3	15	-2	-7	13	·	-25	·	2	-39
COc1ccccc1C(=O)c1nc2ccccc2n1C	-11	1	17	-12	-10	-6	11	1	1	-6	-42
CCOC(=O)c1csc(-c2ccc3c(c2)CCO3)n1	-325	-1	-293	-114	22	-53	-70	-52	3	-10	-86
COc1ccc(/C=C2\SC(=O)N(CCNC(=O)C3CCN(S(=O)(=O)c4cccs4)CC3)C2=O)cc1	-255	-34	-204	-63	11	20	-60	-26	0	-10	-25
O=C(COC(=O)/C=C/C(=O)N1CCN(c2ccccc2)CC1)NC(c1ccccc1)c1ccccc1	15	19	17	1	-3	2	15	4	1	-4	-23
COC(=O)CCCCC1=CCC2C(=O)C=C(O)C2C1 (stereo unspecified)	0	-1	4	-5	-6	6	·	1	·	-4	4
COc1ccc(NC(=O)C2C3C=CC4(O3)C2C(=O)N(CCN2CCCCC2)C4C(=O)NC2CCCC(C)C2C)cc1 (stereo unspecified)	3	37	1	12	-3	-8	0	-5	3	-6	-12
CC(C)(C)[C@H]1C=C(C(=O)N2CCN(Cc3ccc4c(c3)OCO4)CC2)O[C@@H](OCc2ccc(CO)cc2)C1	11	-17	9	6	9	-22	-22	7	3	4	-40
O=C(c1cnn2c(C(F)F)cc(-c3ccccc3)nc12)N1CCSCC1	18	-5	11	-5	1	9	-2	-3	1	-25	-18
O=C(CN1C(=O)NC2(CCCc3ccccc32)C1=O)NCC(F)(F)F (stereo unspecified)	1	-3	10	-16	-3	-13	9	-9	-22	10	-12
CC(C)CC(=O)Nc1nnc(CSCc2ccc(F)cc2)s1	2	-2	13	12	3	20	-3	10	0	0	-1
COCC(C)n1c(C)cc(C(=O)COC(=O)c2n[nH]c3ccccc23)c1C (stereo unspecified)	-49	67*	-51	8	58*	10	-8	78*	-4	-5	-32
O=C(NCc1ccco1)c1ccc(CN2CCOCC2)cc1	-10	14	-6	-16	-3	10	2	-14	-3	-15	-14
Cc1ccccc1Nc1nnc(SCC2CCCCO2)s1 (stereo unspecified)	-220	33	-165	-96	41	8	-7	-20	1	-31	-102
O=c1ccc(Br)c[nH]1	16	-47	6	11	10	-9	0	7	1	-4	12
COC(=O)c1ccc(COC(=O)CCS(=O)(=O)c2ccc(C)cc2)cc1	9	-12	10	-17	-6	-22	15	20	4	10	-16
O=C(Nc1ccc(Nc2ccccc2)cc1)Nc1ccccc1Cl	-290	-29	-384	-66	-21	-15	-100	24	4	6	-75
Cc1cc(-c2nnc(CCC(=O)NCc3cc(F)cc(C(F)(F)F)c3)o2)no1	-37	-8	-75	-25	-12	-4	-21	-14	-3	3	8
CC(=O)OCC1OC(OC(C)=O)C(NC(=O)Cc2ccccc2)C(OC(C)=O)C1OC(C)=O (stereo unspecified)	2	-8	7	1	-3	12	7	-9	-2	11	-28
C=CCc1ccccc1OCC(O)CNC1CCCC1 (stereo unspecified)	0	0	2	-2	-31	-1	9	8	1	-34	-8

Assay outcomes from PubChem BioAssay.
